Screening results: PubChem, National Center for Advancing Translational Sciences (NCATS)
USP2a inh – blocks human ubiquitin-specific protease USP2a; O75604; USP2 core, Ub-CHOP2 coupled fluorogenic reporter, 485/531; Potency, µM (top dose mostly 38.3 µM), for the others: at the highest dose activity change, negative = inhibition, actives largely listed as inhibitors; 0.01% of 330,000 active; AID 463254;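 also: potency is read from the fitted curve at half-maximal effect; plate controls were DMSO wells for no effect and full inhibition by NEM control for full effect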
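Deubiquitinase activity read as fluorescence (485/531 nm) after Ub-CHOP2 cleavage activates the enterokinase reporter on its substrate; USP2 core 10nM, Ub-CHOP2 and substrate 25nM each, 30min compound preincubation then 60min RT; data normalized to NEM, curves fitted.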
Chronic BCR inh – blocks chronic active B-cell receptor signaling. ABC-DLBCL IkBa-CBG/CBR reporter, luminescence ratio, 4 h. Potency, µM (highest dose often 46.1 µM), inactives show top-dose ratio change, negative = lower green/red ratio, actives largely listed as inhibitors. 0.05% of 340,000 active; active = well fitted inhibition curve with a large enough effect in the signal ratio, with a control signal flat, not every such curve was filed as active; inconclusive = small, poorly fitted or top-dose-only effect, or effect the other way, or a change in a side signal; the % refers to the signal ratio;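 also: potency is read from the fitted curve at half-maximal effect; plate controls were basal doxycycline-induced cells for no effect and cells given 10 µM MG132 for full effect; MG132 reads +100%, hits lower the ratio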
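Compounds up to 46 uM were incubated four hours with TMD8 cells whose green CBG68 luciferase is fused to IkappaBalpha; red CBR luminescence normalised the signal, and concentration-effect curves were fitted to fusion, red and ratio data.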
Menin-MLL TR inh – menin-MLL binding inhibition, Texas Red mutant peptide | O00255 | Menin + Texas Red MLL mutant peptide, fluorescence polarization | Potency, µM (doses to about 61.6 µM), inactives show at the top dose FP activity change, negative = inhibition, most hits filed as inhibitors | 0.23% of 270,000 active | AID 1768; active = well fitted inhibition curve with a large enough effect in the polarisation, with a control signal flat, not every such curve was filed as active; inconclusive = small, poorly fitted or top-dose-only effect, or effect the other way, or a change in a side signal; inactive = no such curve, though single readings can be large or run the other way; the % refers to the polarisation; also: potency is read from the fitted curve at half-maximal effect; % of control where 0% means no effect; many of its hits are not listed in these tables
Eya2 inh – inhibitors of human Eya2 phosphatase activity. O00167. recombinant Eya2, OMFP fluorescence dephosphorylation (OMFP is methylfluorescein phosphate). Potency, µM (series often up to 76.9 µM), for inactives: at the highest dose activity, negative = inhibition, most hits filed as inhibitors. 0.006% of 330,000 active. AID 488837; also: potency is read from the fitted curve at half-maximal effect; % is scaled to controls: 0 for no effect and ±100 for the full control effect
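Eya2 protein (added as 0.2 uM solution) was preincubated with compound for 10 min at ambient temperature in 50 mM HEPES pH 7.5, 50 mM NaCl, 5 uM MgCl2, 0.05% BSA, 1 mM DTT. OMFP (added at 50 uM) then reacted 10 min; fluorescence read at 485/525 nm.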
PKM2 act – activators of human pyruvate kinase M2 | P14618 | purified PKM2, Kinase-Glo ATP luminescence, activation; response scale: 0% is enzyme alone, no compound | Potency, µM (highest dose often 57.5 µM), inactives show at the top dose activation, usual class: activators | 0.34% of 260,000 active; also: potency is read from the fitted curve at half-maximal effect; % is scaled to controls: 0 for no effect and ±100 for the full control effect; nearly all actives have a fitted effect of over 55% in size
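hPK-M2, >95% pure; 0.1 mM ADP / 0.5 mM PEP final; imidazole pH7.2 buffer w/ 7 mM MgCl2, 50 mM KCl; 1 h RT; Kinase-Glo lum. Intermediate enzyme activity for dual inhibitor/activator qHTS.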
MBNL1 CUG block – MBNL1-poly(CUG) RNA binding inhibition. 0.036% of 280,000 active. TR-FRET MBNL1-His/biotin-(CUG)12 binding, 665/545 ratio. Potency, µM (doses to about 57.5 µM), for the others: at the top dose activity change, negative = inhibition, most hits filed as inhibitors; active = well fitted inhibition curve with a large enough effect in the signal ratio, with a control signal flat, not every such curve was filed as active; inconclusive = small, poorly fitted or top-dose-only effect, or effect the other way, or a change in a side signal; inactive = no such curve, though single readings can be large or run the other way; the % refers to the signal ratio; also: potency is read from the fitted curve at half-maximal effect; % is scaled to controls: 0 for no effect and ±100 for the full control effect
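Compound titration spanned 92 nM–58 uM against the MBNL1-His/biotin-(CUG)12 complex. After 60 min at room temperature with 5 nM streptavidin-XL665 and 0.055 ng/ul terbium anti-His, ratiometric 665/545 nm emission (Ex 340 nm) normalized to controls.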
hERG WT inh – inhibitors of human wildtype KCNH2 potassium channel; 0.37% of 340,000 active; activity change, % at 1.84 µM; Q12809; U2OS, BacMam KCNH2, thallium flux FluxOr; active compounds read low;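 active = maximum activity change below -70%; inconclusive = maximum activity change between -70% and -50%; inactive = maximum activity change above -50%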; also: % is scaled to controls: 0 for no effect and ±100 for the full control effect
Target sequence (Q12809 whole entry, looked up): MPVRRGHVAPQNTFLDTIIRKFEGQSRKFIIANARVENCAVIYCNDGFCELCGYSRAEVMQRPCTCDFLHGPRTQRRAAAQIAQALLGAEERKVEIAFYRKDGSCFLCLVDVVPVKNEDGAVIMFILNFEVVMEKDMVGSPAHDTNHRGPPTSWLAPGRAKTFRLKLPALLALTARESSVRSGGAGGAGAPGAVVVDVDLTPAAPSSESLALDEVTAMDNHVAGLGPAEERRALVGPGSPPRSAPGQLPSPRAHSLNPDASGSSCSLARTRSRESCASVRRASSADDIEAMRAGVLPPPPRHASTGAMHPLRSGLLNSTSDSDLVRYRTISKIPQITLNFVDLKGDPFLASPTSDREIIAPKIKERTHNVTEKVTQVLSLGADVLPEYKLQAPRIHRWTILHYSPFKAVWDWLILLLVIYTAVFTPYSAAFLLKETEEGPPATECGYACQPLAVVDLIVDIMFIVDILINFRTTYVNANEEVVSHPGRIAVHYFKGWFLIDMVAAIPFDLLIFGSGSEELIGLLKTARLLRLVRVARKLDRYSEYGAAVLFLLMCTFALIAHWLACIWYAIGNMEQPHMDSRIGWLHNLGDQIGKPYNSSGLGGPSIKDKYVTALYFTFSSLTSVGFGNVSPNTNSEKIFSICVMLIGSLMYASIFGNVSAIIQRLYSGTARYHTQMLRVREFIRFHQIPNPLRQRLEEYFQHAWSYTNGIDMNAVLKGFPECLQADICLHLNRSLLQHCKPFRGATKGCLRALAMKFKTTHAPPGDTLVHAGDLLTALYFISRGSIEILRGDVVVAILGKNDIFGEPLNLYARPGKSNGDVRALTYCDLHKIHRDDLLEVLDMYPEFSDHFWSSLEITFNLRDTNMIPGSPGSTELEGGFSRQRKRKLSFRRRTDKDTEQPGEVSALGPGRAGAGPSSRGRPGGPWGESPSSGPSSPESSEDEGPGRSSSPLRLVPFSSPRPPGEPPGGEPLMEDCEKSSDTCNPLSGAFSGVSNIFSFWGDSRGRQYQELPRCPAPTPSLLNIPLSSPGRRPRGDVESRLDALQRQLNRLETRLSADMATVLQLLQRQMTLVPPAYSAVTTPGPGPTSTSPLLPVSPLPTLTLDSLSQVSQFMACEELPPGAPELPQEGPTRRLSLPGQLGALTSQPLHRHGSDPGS
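U2OS cells were transduced with wild-type KCNH2 virus (2.03 x 10^8 / mL) for 4 h at room temperature, then cultured overnight at 37 C. Thallium flux was read with FluxOr dye. Rate constants were normalized to DMSO controls.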
GALK inh – galactokinase (human) inhibition | 0.007% of 270,000 active | AID 1868 | Purified GALK, Kinase-Glo residual ATP luminescence | P51570 | Potency, µM (series often up to 57.5 µM), without a hit: top-dose activity change, negative = inhibition, most hits filed as inhibitors; also: potency is read from the fitted curve at half-maximal effect; % is scaled to controls: 0 for no effect and ±100 for the full control effect
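ATP-depletion format; final 35 uM ATP, 100 uM D-galactose, 5 nM enzyme; pH 8.0 HEPES/Mg2+ buffer; 60 min RT; luminescence read 10 min after detection reagent.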
Mito fusion yeast – mitochondrial division inhibition or fusion activation | 0.23% of 320,000 active | S. cerevisiae fusion-defective mutant growth rescue, CellTiterGlo 48 h | Potency, µM (titrated, usually from 46.1 µM), for the others: at the top dose growth rescue (activation), hits mostly activators;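 also: potency is read from the fitted curve at half-maximal effect; % of control where 0% means no effect; nearly all actives have a fitted effect of over 45% in size; temperature-sensitive fusion mutants such as fzo1-1 at 37 °C on non-fermentable ethanol glycerol medium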
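Temperature-sensitive fusion-defective S. cerevisiae (e.g. fzo1-1, mgm1-5) were grown with compound in YPEG medium (3% ethanol, 3% glycerol) for 48 hours at 37C. Growth rescue was measured as viability by CellTiterGlo luminescence after 10 minutes at ambient.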
TSHR antagonist – human thyrotropin receptor antagonism. activity change, negative = inhibition, % at 11.5 µM. TSHR-expressing cells, TSH-stimulated cAMP HTRF, 2 h; active compounds read low. P16473. 0.2% of 330,000 active;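 active = activity change below a set negative limit, meaning inhibition stronger than a set level, cut at about -70% in these data; inconclusive = activity change between two set negative limits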; also: % is scaled to controls: 0 for no effect and ±100 for the full control effect
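Inhibition of cAMP made by TSHR-expressing cells under TSH stimulation (4nM final, EC80; 2 h, 37 deg C) is quantified with a one-step lysis HTRF kit, anti-cAMP cryptate versus cAMP-d2.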
S-ASM inh – human S-ASM enzyme inhibition; P17405; placental ASM, HMU-PC fluorogenic substrate, 60 min; Potency, µM (top dose mostly 57.5 µM), for the others: at the highest dose activity change, negative = inhibition, hits mostly inhibitors; 0.006% of 340,000 active; AID 504937; also: potency is read from the fitted curve at half-maximal effect
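Steps: dispense placental human ASM, pin compound, wait 10 min at room temperature, add HMU-PC0 substrate at 9 uM final, incubate 60 min at 37 °C, add stop solution raising pH to 10, read fluorescence.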
* hit, by the source's call; i = inactive; ? = inconclusive; . = not tested or not shown; [ ] = dose if it differs, or a comment. Unless noted, calls follow the shape of the dose curve; as a rule, active = well fitted curve in the direction sought with a large enough effect; inconclusive = small, poorly fitted or top-dose-only effect, or another doubt; inactive = no such curve, though single readings can be large; an effect the other way counts as inactive or inconclusive. A portion of the library, so the mix of outcomes need not match the whole.

SMILES	USP2a inh	Chronic BCR inh	Menin-MLL TR inh	Eya2 inh	PKM2 act	MBNL1 CUG block	hERG WT inh	GALK inh	Mito fusion yeast	TSHR antagonist	S-ASM inh
CC(=O)n1c2ccccc2c2nc3ccccc3nc21	0%	16%	0%	1%	-1%	-19%	-15	3%	8%	18	1%
COc1cccc(-c2cc(C(=O)Nc3ccc4c(c3)OCCO4)c3ccccc3n2)c1	5%	0%	-2%	-15%	1%	-4%	.	-1%	1%	-9	.
Cc1occc1-c1nnc(SCC(=O)Nc2ccccc2-c2ccccc2)n1C	-1%	1%	-10%	1%	?	7%	2	3%	1%	-7	-3%
CN(CC(O)Cn1c2ccccc2c2ccccc21)S(C)(=O)=O (configuration not stated)	3%	-11%	0%	-8%	-3%	-13%	-21	-1%	0%	0	-3%
COc1ccc(/C=C(\NC(=O)c2ccc(C)cc2)C(=O)N2CCCCC2)cc1	7%	3%	?	-7%	.	2%	6	0%	-12%	-8	-6%
CC(Oc1ccc(Cl)cc1Cl)C(=O)NNC(=O)[C@@H]1CCCC[C@@H]1C(=O)O (some centres not stated)	3%	1%	.	6%	1%	-1%	-27	-2%	-2%	1	2%
COc1ccc2[nH]c3c(c2c1)CCN1C(=O)N([C@@H](C)C(=O)NCc2ccc(F)cc2)C(=O)[C@]31C	0%	-15%	20%	-6%	3%	-1%	-7	.	-4%	-6	1%
Cc1ccc(NC(=O)CCN2C(=O)C3C4CCC(C4)C3C2=O)cc1[N+](=O)[O-] (configuration not stated)	0%	0%	14%	13%	4%	?	4	2%	-1%	5	-3%
CN1C(=O)CSC1=Nc1ccc(F)cc1	3%	?	-9%	5%	0%	1%	8	0%	1%	5	-1%
Cn1nnnc1SCC(=O)Nc1nc2c(F)c(F)c(F)cc2s1	-1%	6%	.	5%	.	.	-4	.	.	4	1%
COC(=O)CON1C(=O)c2ccccc2C1=O	-4%	-9%	.	-14%	-3%	10%	-8	1%	-3%	23	2%
COc1ccc(-n2c(=O)c3c(C)c(C)sc3n(Cc3ccc(F)cc3)c2=O)c(OC)c1	-1%	2%	0%	5%	7%	-4%	8	-2%	-3%	37	-9%
Cc1nc(NC(=O)CSc2nnc(C3CC3)n2C)sc1C	-1%	?	3%	-6%	.	0%	-254*	-1%	2%	10	-1%
OC1(c2ccccc2)CCN(Cc2ccccc2)C2CCCCC21 (configuration not stated)	0%	-1%	-1%	0%	-5%	.	11	1%	-23%	7	0%
Cc1cc(C)nc(N/N=C/c2cccc3ccccc23)n1	2%	?	11%	-4%	2%	.	-1	0%	-4%	-7	4%
Cc1ccc2[nH]c(=O)c(CN(C)S(=O)(=O)c3cccc4nonc34)cc2c1	3%	-7%	.	-9%	.	13%	3	-3%	-1%	-4	-1%
CC(C)Cn1c(N)c(C(=O)COC(=O)c2ccc(O)cc2)c(=O)n(C)c1=O	1%	?	-4%	-7%	0%	-7%	5	-1%	-2%	9	-2%
COc1ccc(NC(=O)COc2nsnc2N2CCOCC2)c(OC)c1	0%	10%	.	-8%	.	-6%	9	3%	-2%	1	0%
COC(=O)C1=C(C(=O)OC)[C@@H]2N(C)c3ccccc3[C@@]23C[C@@H](C(=O)OC)N(C(=O)C2CCC2)C3=N1	-6%	-2%	-1%[11.7 µM]	15%	9%[11.5 µM]	2%	-3	3%	1%	-2	-1%
CCN1CCN(C(c2cccs2)C(C)NC(=O)c2c(F)cccc2F)CC1 (configuration not stated)	-1%	-1%	22%	-3%	-4%	-5%	13	-4%	1%	3	6%
O=S(=O)(c1ccc(Br)s1)N1CCNCC1	12%	-19%	.	-9%	8%	-5%	7	1%	-1%	11	1%
O=C(OCC(=O)N1CCc2ccccc2C1)c1cc(=O)[nH]c2ccccc12	-5%	-2%	.	1%	1%	?	-5	0%	-12%	-8	5%
COc1ccc2oc(=O)c(C(=O)NCc3cccnc3)cc2c1	2%	-2%	-3%	-3%	2%	?	3	-2%	-3%	-13	346%[activator]
COc1ccc(CNC(=O)CCOc2ccc(C(C)(C)C)cc2)cc1	-1%	-6%	2%	-7%	5%	2%	1	-1%	2%	-12	-1%
CCCC1(C)SC(NC(C)=O)=NN1C(C)=O (configuration not stated)	1%	4%	-5%	-16%	-2%	-2%	-17	0%	4%	6	0%
SMILES	USP2a inh	Chronic BCR inh	Menin-MLL TR inh	Eya2 inh	PKM2 act	MBNL1 CUG block	hERG WT inh	GALK inh	Mito fusion yeast	TSHR antagonist	S-ASM inh
O=C(CSc1nc2ccccc2s1)Nc1ccc(N2CCOCC2)c(Cl)c1	-2%	?	8%	-9%	7%	?	-8	-4%	24%	-34	-9%
COc1ccc(-n2nc(C(=O)NCC(=O)NCCC3=CCCCC3)c3ccccc3c2=O)cc1	0%	7%	-13%	-5%	4%	27%	7	5%	1%	11	0%
O=C1COc2ccc(S(=O)(=O)CCC(=O)NC3CCCCC3)cc2N1	2%	-2%	.	-2%	.	-4%	-3	6%	-3%	-8	3%
CN1C(=O)c2c(sc3c2CC(C)(C)SC3)N2CCN=C12	-2%	?	-1%	-12%	7%	13%	16	7%	-1%	43	54%[activator]
Cc1ccc(C(=O)N[C@H](C(=O)OCc2cc(=O)n3c(n2)sc2ccccc23)C(C)C)cc1	1%	-10%	17%	-5%	-8%	-7%	4	1%	1%	-1	-5%
CC(C)CC(=O)/C(=C\c1ccc(Cl)cc1Cl)n1cncn1	1%	?	-9%	-1%	?	-13%	-11	0%	3%	-9	0%
N#Cc1c2n(c3c(=O)n(CC(=O)c4ccc(Br)cc4)cnc13)CCCC2	4%	1%	-18%	19%	0%	-2%	7	-1%	-3%	22	-16%
CCn1c(SCc2cccnc2)nc2c1c(=O)n(C)c(=O)n2C	1%	5%	4%	11%	5%	-6%	-17	11%	-1%	22	3%
Cc1cnc(CN2CCc3c([nH]c4ccccc34)C2CC(C)C)[nH]1 (configuration not stated)	5%	?	-9%	-5%	-18%	0%	7	5%	19%	15	33%[activator]
C/C(=N\NC(=O)Cn1nc(C)cc1C)c1ccc([N+](=O)[O-])cc1	2%	1%	.	-2%	-1%	?	-2	-1%	-3%	1	-3%
Cc1noc(C(=O)Nc2ccc(Cl)cc2)c1Cl	0%	4%	1%	0%	.	-4%	.	1%	-7%	2	.
COc1ccccc1CNC(=O)C(C)c1ccc([N+](=O)[O-])cc1 (configuration not stated)	4%	1%	0%	8%	3%	18%	i	-4%	0%	-7	3%
COc1cc(C(=O)NC(=S)Nc2ccc(N3CCCC3)cc2)cc(OC)c1OC	0%	1%	-8%	-9%	-3%	28%	14	-1%	-1%	-13	-7%
O=C(CSc1nnc(-c2ccccc2)n1Cc1ccccc1)NC1CC1	-1%	7%	4%	9%	0%	-2%	3	-1%	2%	3	-2%
CC(=O)NCCc1nc2cc(NC(=O)c3ccc(F)cc3)ccc2n1C	3%	?	9%	-3%	.	-9%	-12	4%	-11%	3	3%
COc1ccc2c(c1)CC/C(=C\Nc1ccc3c(c1)OCO3)C2=O	1%	?	.	14%	-1%	?	14	-1%	2%	-20	-1%
CCc1ccc(Nc2cc(C)nc3ncnn23)cc1	0%	?	-12%	1%	4%	5%	2	2%	-3%	-13	-1%
COc1ccc(C2C3C(=O)N(Cc4ccccc4)C(=O)C3ON2c2ccccc2)c(OC)c1OC (configuration not stated)	-9%	-2%	12%	-7%	-6%	-8%	10	-3%	26%	2	-3%
CC(NC(=O)Cc1ccsc1)c1ccc(F)cc1 (configuration not stated)	-1%	-3%	-2%	-3%	3%	1%	-1	0%	0%	3	-3%
Cc1ccc(/C(N)=N/OC(=O)COc2ccc(Cl)c(C)c2)cc1	4%	1%	0%	-2%	2%	4%[11.5 µM]	-1	.	-5%	-4	4%
O=S1(=O)[C@H]2C[C@@H]3C=C[C@@]2(CN1Cc1ccc(F)cc1)O3	1%	1%	-13%	6%	-6%	-3%	-2	.	1%	10	-3%
Cc1ccc2oc(C(=O)N3CCN(CCO)CC3)c(C)c2c1	0%	?	4%	-2%	-1%[11.5 µM]	-1%	25	6%	0%	1	-1%
